From PubChem
DT40 TDP1 no CPT = qHTS for Inhibitors of human tyrosyl-DNA phosphodiesterase 1 (TDP1): qHTS in cells in absence of CPT; DT40 Tdp1-/- hTDP1 cells, no CPT, ATP luminescence, 48 h; Potency, µM (doses to about 46.2 µM), for the others: at the highest dose activity change, negative = growth inhibition, hits mostly inhibitors; 420,000 tested, 15% active; AID 686978, 2013; active = well fitted inhibition curve with a large enough effect; inconclusive = small, poorly fitted or top-dose-only effect; also: nearly all actives have a fitted effect of over 55% in size
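Growth of hTDP1-complemented DT40 Tdp1-knockout cells is measured by ATP luminescence after at least 48 hr compound exposure at 37 °C, with DMSO substituting for the 20 nM CPT used in the parallel screen.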
* hit, by the source's call; ? = inconclusive. % is scaled to controls: 0 for no effect and ±100 for the full control effect; potency is read from the fitted curve at half-maximal effect.

SMILES,DT40 TDP1 no CPT
COc1ccc(CN2[C@@H](CC(=O)O)c3ccc(C(F)(F)F)cc3S2(=O)=O)cc1,-22%
C/C=C(\C)C(=O)NCCN1C2=NC[C@H](Cc3ccccc3)N2C[C@@H]1Cc1ccc(OC)cc1,?
CCOc1ccc(OCC(=O)Nc2cc(Cl)ccc2-n2cncn2)cc1,?
O=C(Nc1ccn(CCCNCc2ccccc2)c(=O)n1)OCc1ccccc1,?
O=C1NC(=O)N(C2CCCCC2)CC1Br (configuration not stated),?
O=[N+]([O-])c1ccc(/C=C2\C=Cc3ccccc32)cc1,?
CCOc1ccc(Cl)cc1-c1cc(C(=O)NCc2ccccc2OC)[nH]n1,18µM*
CCN(CC)S(=O)(=O)c1ccc(N2CCOCC2)c(NC(=O)c2cccc3c(=O)c(C)c(-c4ccccc4)oc23)c1,9.2µM*

(further entries)
SMILES,DT40 TDP1 no CPT
CC(C)c1ccc2oc(-c3cccc(NC(=O)c4ccc5c(c4)OCCO5)c3)nc2c1,16µM*
CSc1nc(NCCN(C)C)c2sc3nc(-c4ccco4)c4c(c3c2n1)CCC4,12µM*
CC(C)NC(=O)C1(C)CCN1C(=O)c1ccc(F)c(Cl)c1 (configuration not stated),-15%
C=CCOC1=CS(=O)(=O)N(Cc2ccc(Br)cc2)c2ccc(Br)cc21,?
CSc1ccc(-c2ccc3c(c2)CC(CNC(=O)Cn2nc(C)nc2C)O3)cc1 (configuration not stated),-21%
CCc1nc2c(OCCc3cccc(OC)c3)cccn2c1N(C)C(=O)c1ccc(C)cc1,?
COc1ccc(-n2cnnc2SCC(=O)NC2CC2)cc1,9%
CCCC1NC(=O)c2cccnc2-n2c1nc1ccc(C)cc1c2=O (configuration not stated),-20%

Next compounds follow:
SMILES,DT40 TDP1 no CPT
O=C(C=Cc1ccccc1F)c1ccccc1,?
CN1/C(=C/C=C/c2n(C)c3cc([N+](=O)[O-])c([N+](=O)[O-])cc3[n+]2C)C(C)(C)c2ccccc21,3.7µM*
CC(=O)Nc1ccc(NCCc2ccco2)cc1,1%
CCOc1ccccc1OCCCC(=O)Nc1cc(S(=O)(=O)N2CCCCC2)ccc1C,?
CCOc1cc(C(=O)N/N=C/c2cn(-c3ccccc3)nc2-c2cc3ccccc3o2)cc(OCC)c1OCC,13µM*
CCCNC(=O)C1(C)CCN(C(=O)c2ccc3ccccc3c2)C1 (configuration not stated),4%
CCN(CC(=O)Nc1ccc2c(c1)OCCO2)C(=O)/C=C/c1cc(Br)ccc1OC,?
O=C(CCC(C(=O)c1ccccc1)c1ccccc1)c1ccccc1 (configuration not stated),?

Going on with the list:
SMILES,DT40 TDP1 no CPT
C/C(=C\C(=O)c1ccc(C)cc1)NCc1ccc(F)cc1,3%
COc1ccc(NC(=O)c2cc(=O)[nH]c3ccccc23)cc1S(=O)(=O)N1CCOCC1,8%
O/N=C/c1cc(Br)ccc1OCc1ccc(F)cc1,?
CC(=O)ON(C(C)=O)c1ccc(/C=C2\C=Cc3ccccc32)cc1,?
CSc1ncccc1C(=O)NCC1Cc2cc(-c3cnccn3)ccc2O1 (configuration not stated),-28%
COC(=O)C[C@@H]1OC[C@H](C(C)C)N1S(=O)(=O)c1ccc(C)cc1,?
COC(=O)CC1=C(c2ccc([N+](=O)[O-])cc2)CCC1=O,-19%
CC(=O)Nc1ccc(NC(=O)C2Cc3c(-c4cccc(C(C)=O)c4)ccnc3O2)cc1 (configuration not stated),-19%

(list continues)
SMILES,DT40 TDP1 no CPT
N#C/C(=C/c1ccc(-c2ccc([N+](=O)[O-])cc2)o1)c1nnc(N2CCOCC2)n1-c1ccccc1,?
O=CNC1(c2ccccc2)CCCCC1,-28%
Cn1c(=O)c(C(=O)c2ccccc2)c(O)c2ccccc21,4%
CC1C(=O)N(Cc2cn(Cc3ccco3)nn2)CCS(=O)(=O)N1Cc1ccc(-c2ccc(Cl)cc2)cc1 (configuration not stated),13µM*
CCNC(=O)N(C)[C@H]1C[C@H]2c3[nH]c4ccccc4c3CCN2C[C@H]1[C@H](C)O,5%
CC(C)Oc1cc(F)ccc1-c1cc(C(=O)NCCc2ccncc2)[nH]n1,?
O=C(CN1Cc2ccccc2OC(c2ccccc2)C1)NCc1cccnc1 (configuration not stated),?
COCOCCn1cc(CN2CCS(=O)(=O)N(Cc3ccc(-c4cccc(N(C)C)c4)cc3)C(C(C)C)C2=O)nn1 (configuration not stated),21µM*

(further entries)
SMILES,DT40 TDP1 no CPT
COC(=O)[C@@]12C[C@@H](CC(=O)N3CCN(C(=O)C4CC4)CC3)C(=O)N(CCc3ccc(OC)c(OC)c3)C1=CCC(C)(C)C2,-18%
O=C(C(=O)N1CCC(c2ccccc2)CC1)c1ccc(F)c(F)c1,?
COc1cccc(-c2ccc3c(c2)C2CC3CCN2C(C)=O)c1 (configuration not stated),?
N#CC1=C(SCC(=O)Nc2ccccc2)NC(=O)CC1c1ccco1 (configuration not stated),18µM*
CC(=O)NC(c1cccc(F)c1)c1nc(-c2cnc3ccccc3c2)cs1 (configuration not stated),?
CCOC(=O)[C@]12CCCC=C1N(Cc1cccc3ccccc13)C(=O)[C@H](CC(=O)NCCCN1CCCC1=O)C2,?
COc1ccccc1-c1ccnc(-n2ncc(C(=O)N3CCN(C4CCCC4)CC3)c2-c2ccco2)n1,-16%
O=c1nc2n(CCO)c3ccccc3cc-2c(=O)[nH]1,5%

Arranged by molecular weight (low to high): part of the list above
SMILES,DT40 TDP1 no CPT
O=C(C(=O)N1CCC(c2ccccc2)CC1)c1ccc(F)c(F)c1,?
CCOC(=O)[C@]12CCCC=C1N(Cc1cccc3ccccc13)C(=O)[C@H](CC(=O)NCCCN1CCCC1=O)C2,?
COC(=O)[C@@]12C[C@@H](CC(=O)N3CCN(C(=O)C4CC4)CC3)C(=O)N(CCc3ccc(OC)c(OC)c3)C1=CCC(C)(C)C2,-18%

(continued)
SMILES,DT40 TDP1 no CPT
COc1ccc(Cc2c(-c3cccc(Cl)c3)nc3cc(C)c(Br)c(C)n23)c(C)c1,?
Cc1nccn1CCC(=O)NC1CC(C)(C)Cc2c1cnn2-c1ccccc1 (configuration not stated),-2%
CC(=NNc1nc2ccccc2o1)c1cc2ccccc2cn1,0.13µM*
C[C@@H]1OC(C2CCCCC2)N(C)[C@H]2C[C@H]3c4[nH]c5ccccc5c4CCN3C[C@@H]12 (some centres not stated),?
CC1(C)N=C(SCc2ccc(F)cc2)c2ccccc2N1,?
CCN1C[C@@H]2[C@@H]3C(=O)N(Cc4ccccc4)C(=O)[C@@H]3[C@](Cc3ccccc3)(C(=O)OC)N2C1=NC1CCCCC1,16µM*
O=C1[C@H]2[C@@H](c3ccccc3)N[C@]3(CCCN(Cc4ccc(F)cc4)C3=O)[C@H]2C(=O)N1Cc1ccccc1,16µM*
O=C(NCc1ccccn1)[C@@H]1CCCN1C(=O)[C@@H]1CCCN1C(=O)c1ccc(Cl)cc1,-23%

New compounds follow:
SMILES,DT40 TDP1 no CPT
COc1cc(-c2ccc(C(F)(F)F)cn2)cc2c1OCCN(S(=O)(=O)C[C@]13CC[C@H](CC1=O)C3(C)C)C2,-25%
CC(=O)c1ccc(Nc2nc(CN)cs2)cc1,?
CCOC(=O)CC1(CC)Oc2ccccc2N1S(=O)(=O)c1ccc(C)cc1 (configuration not stated),?
C[C@H]1CCC[C@@]2(O[C@@H](CCO)C[C@H](O)[C@H]2O)O1,6%
CC1(C(=O)NCc2ccc3c(c2)OCO3)CCN1C(=O)Cc1cccc2ccccc12 (configuration not stated),?
CCOc1ccc(C2C(C(=O)Nc3ccccc3)=C(C)Nc3nc(-c4ccccc4Cl)nn32)cc1OC (configuration not stated),18µM*
OC(c1ccccc1)c1nc(/C=C/c2ccc(C(F)(F)F)cc2)cs1 (configuration not stated),?
CCC(CO)Nc1ccn2nc(-c3cc(OC)c(OC)c(OC)c3)cc2n1 (configuration not stated),15µM*

3 compounds drawn at random from those above:
SMILES,DT40 TDP1 no CPT
CCOC(=O)CC1(CC)Oc2ccccc2N1S(=O)(=O)c1ccc(C)cc1 (configuration not stated),?
COc1cc(-c2ccc(C(F)(F)F)cn2)cc2c1OCCN(S(=O)(=O)C[C@]13CC[C@H](CC1=O)C3(C)C)C2,-25%
CCC(CO)Nc1ccn2nc(-c3cc(OC)c(OC)c(OC)c3)cc2n1 (configuration not stated),15µM*

(continued)
SMILES,DT40 TDP1 no CPT
CC(=O)c1ccc(Nc2nc(C(N)C3CCCCC3)cs2)cc1 (configuration not stated),12µM*
O=C1OC(c2ccccc2)(N(Nc2ccccc2)c2ccccc2)c2ccccc21 (configuration not stated),23µM*
Cc1ccc(-c2c(C#N)c(N)n(-c3ccc(Cl)cc3)c(=O)c2C#N)cc1,-10%
Cc1ccccc1OCCC(=O)OCC(=O)Nc1ccc(C)c(S(=O)(=O)N2CCCCC2)c1,-14%
COc1ccc([N+](=O)[O-])cc1C(=O)NC1CCN(Cc2ccccc2)CC1,-22%
Cc1cc(Nc2ccccc2)cc(=O)n1C,-30%
COc1ccc(C(N)c2csc(Nc3ccc(C(F)(F)F)cn3)n2)cc1 (configuration not stated),18µM*
O=C(Nc1ccc2nc(C(F)(F)F)[nH]c2c1)[C@@H]1O[C@H](CO)[C@@H](O)[C@H]1O,-7%

(listing goes on)
SMILES,DT40 TDP1 no CPT
CCCCc1c(-c2ccccc2OC)ncn1CCc1cccc(Cl)c1,21µM*
COc1ccccc1Cc1c(-c2ccc(Cl)cc2)nc2ccc(Cl)cn12,?
CCn1c2ccccc2c2cc(CN3CCOc4ccc(C(O)c5cccnc5)cc4C3)ccc21 (configuration not stated),26µM*
COc1ccc(C2=CC(=O)CC(c3ccc(F)cc3)C2)cc1 (configuration not stated),-27%
CC(C)(C(=O)c1ccccc1)/[N+]([O-])=C/c1ccccc1,0%
N#Cc1ccc2[nH]cc(C3c4cc(F)ccc4C=C(c4ccsc4)N3c3ccc(C#CCCO)cc3)c2c1 (configuration not stated),18µM*
COc1ccc(OC)c(/C=C/c2c3ccccc3cc[n+]2C)c1,1.4µM*
Cc1ccc(S(=O)(=O)N2C[C@H]3N(C(=O)OC(C)C)N(C(=O)OC(C)C)C[C@H](OC(=O)NCc4ccco4)[C@@]3(O)C2)cc1,23µM*

More compounds follow:
SMILES,DT40 TDP1 no CPT
O=C(c1cc(-c2ccncc2)nc2ccccc12)N1CCCC(C(F)(F)F)C1 (configuration not stated),18µM*
COc1ccc(CNC(=O)Nc2nnc([C@@H]3C[C@H](O)[C@@H](CO)O3)s2)cc1,-26%
CCCCCC(=O)N1C[C@H](n2cc(-c3ccc(F)cc3)nn2)[C@@H](O)C[C@@H]1c1ccc(OC)cc1,-30%
COc1cc(CNCc2cc3cc(C)ccc3nc2-c2ccc(F)cc2)cc(OC)c1OC,-14%
O=C1NC[C@H](CCCCN2CCN(CCc3ccccc3)C(=O)C2=O)N(CCc2ccc(O)cc2)C1=O,-12%
CCOC(=O)[C@]12CCCC=C1N(Cc1ccco1)C(=O)[C@H](CC(=O)NCc1ccc(OC)c(OC)c1)C2,?
O=C(Nc1c(-c2ccc(Cl)cc2)[nH][nH]c1=O)c1ccc(Br)cc1,-2%
CCOC(=O)[C@]12CCCC=C1N(Cc1cccc3ccccc13)C(=O)[C@H](CC(=O)NCc1cccs1)C2,23µM*

Further entries
SMILES,DT40 TDP1 no CPT
CC(Oc1ccccc1)C(=O)N1CCC2(CC1)Oc1ccc(F)cc1C(=O)C21CC(c2ccccc2)=NO1 (configuration not stated),-15%
CC(C)Oc1ccc(CN2CCC2(C)C(=O)Nc2ccc(Cl)c(Cl)c2)cc1 (configuration not stated),?
Cc1cnc2ccccc2c1C,-19%
O=[N+]([O-])c1cccnc1C1OCCO1,2%
CCC(C)C(N)C1=NC(C(=O)N[C@@H](CC(C)C)C(=O)N[C@H](CCC(=O)O)C(=O)N[C@H](C(=O)N[C@H]2CCCCNC(=O)[C@H](CC(N)=O)NC(=O)[C@@H](CC(=O)O)NC(=O)[C@H](Cc3cnc[nH]3)NC(=O)[C@@H](Cc3ccccc3)NC(=O)[C@H]([C@@H](C)CC)NC(=O)[C@@H](CCCN)NC2=O)[C@@H](C)CC)CS1 (some centres not stated),-3%
COc1ccc(C(=O)c2ccc(Br)cc2)c(OC)c1OC,-25%
CC1(Cc2cc(Cl)ccc2C(F)(F)F)C(=O)Nc2ccc(-c3ccc(F)c(Cl)c3)cc21 (configuration not stated),?
Cc1cc(Cl)c2oc(C(=O)N3CCOCC3)c(C)c2c1,-22%

Going on with the list.
SMILES,DT40 TDP1 no CPT
CSc1ccc(/C=C/C(=O)OCC(=O)NC2CCCC2)cc1,?
N#CCC(CNc1ncc(C(F)(F)F)cc1Cl)OC(=O)c1c(F)cccc1F (configuration not stated),-18%
CCCCC(=O)c1ccc(O)cc1O,?
CCc1nc2ccc(C(=O)N(CC)CCN(C)C)cn2c1N(C=O)CCC(C)C,-7%
COc1ccc(CCN(C)Cc2cc(-c3cncnc3)ccc2O)cc1OC,-18%
COc1ccc(Cn2cc(CN3CC(N4CCCCC4)CS3(=O)=O)nn2)cc1 (configuration not stated),-24%
Cc1cccc(C)c1NC(=O)C(c1ccc(C(F)(F)F)cc1)n1c(=O)c(-c2ccccc2)nc2ccccc21 (configuration not stated),?
CCN(C(=O)COC(=O)CSc1ccc(C)cc1C)c1c(N)n(Cc2ccccc2)c(=O)[nH]c1=O,-35%

(next part)
SMILES,DT40 TDP1 no CPT
COc1ccccc1CNc1nc(NCc2ccc3occc3c2)c2sccc2n1,21µM*
Cc1ccc(C)c(NC(=O)COC(=O)c2cccc(S(=O)(=O)N3CCCC3)c2)c1,-19%
O=[N+]([O-])c1ccc(C=NN2CCNC2=S)o1,21µM*
CCCN(CCC)c1ccc(/C=C/c2ccnc3ccccc23)cc1,5µM*
CCCN(CC(=O)Nc1ccccc1OC)C(=O)c1ccc(S(=O)(=O)Nc2ccccc2OC)cc1,?
Cc1ccc(NC(=O)COC(=O)CN2CCSC2=O)cc1F,9%
Clc1ccc(C=NN2CCCCCC2)cc1,?

Not all compounds are listed, so the mix of outcomes need not match the whole.
